# proKLK7 act – activates the human kallikrein-7 zymogen | activation, % at 7 µM | purified proKLK7, EDANS-DABCYL substrate fluorescence; 100% is mature enzyme control, 0% vehicle | P49862 | actives 0.9% (n = 370,000);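 active = activation above the mean of all tested compounds plus 3 SD, computed per campaign excluding outliers beyond control limits, cut at about 13% in these data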
# Target sequence (P49862 whole entry, looked up): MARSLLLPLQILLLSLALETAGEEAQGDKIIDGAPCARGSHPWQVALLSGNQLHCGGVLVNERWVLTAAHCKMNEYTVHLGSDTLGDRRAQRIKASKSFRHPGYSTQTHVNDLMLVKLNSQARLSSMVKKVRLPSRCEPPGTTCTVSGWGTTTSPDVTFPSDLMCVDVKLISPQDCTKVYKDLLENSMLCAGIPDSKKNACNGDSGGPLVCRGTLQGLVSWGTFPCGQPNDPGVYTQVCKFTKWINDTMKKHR
# DAX1 inh-1 – DAX1 (NR0B1) inhibition, primary screen; HEK293T StAR-luciferase reporter, SF-1/DAX-1 repression relief; inhibition, % at 6.8 µM; actives 1.1% (n = 370,000); AID 652010;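 active = inhibition above the mean over all tested compounds plus 3 SD, cut at about 3.6% in these data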;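 note: 0% = DAX-1 cells with DMSO and 100% = cells lacking DAX-1 with DMSO; higher inhibition means more luminescence from relief of DAX-1 repression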
# GAA850 FXN act – increases GAA850 frataxin promoter reporter activity; HEK293 lucGAA850 FXN promoter luciferase reporter, 24 h; percent of 10 µM SAHA response; activation, % at 6 µM; actives 0.56% (n = 360,000);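 active = activation above the average of all compounds screened plus 3 SD, cutoff fixed separately per campaign, cut at about 7.5% in these data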;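 note: 0% = DMSO wells and 100% = 10 µM SAHA wells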
# GC-B act – GC-B (human) receptor activation; HEK293-GC-B cells, CNP EC30, cGMP TR-FRET; 0% at EC30 CNP, 100% saturating CNP; activation, % at 10 µM; actives 0.11% (n = 370,000); AID 1920062;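 active = activation at 10 µM reaching about 35% in either raw or pattern-adjusted values, limit read from the data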
# sPLA2-III inh – Blocks human group III sPLA2 activity; QFRET BODIPY PC-A2 liposome hydrolysis, fluorescence; inhibition, % at 12.2 µM; actives 0.56% (n = 370,000); AID 743126;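 active = inhibition above mean plus 3 SD of compounds lying within the high and low control bounds, cut at about 19% in these data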;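 note: 0% = median of test compound wells and 100% = no enzyme DMSO wells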
# Target sequence (Q9NZ20 whole entry, looked up): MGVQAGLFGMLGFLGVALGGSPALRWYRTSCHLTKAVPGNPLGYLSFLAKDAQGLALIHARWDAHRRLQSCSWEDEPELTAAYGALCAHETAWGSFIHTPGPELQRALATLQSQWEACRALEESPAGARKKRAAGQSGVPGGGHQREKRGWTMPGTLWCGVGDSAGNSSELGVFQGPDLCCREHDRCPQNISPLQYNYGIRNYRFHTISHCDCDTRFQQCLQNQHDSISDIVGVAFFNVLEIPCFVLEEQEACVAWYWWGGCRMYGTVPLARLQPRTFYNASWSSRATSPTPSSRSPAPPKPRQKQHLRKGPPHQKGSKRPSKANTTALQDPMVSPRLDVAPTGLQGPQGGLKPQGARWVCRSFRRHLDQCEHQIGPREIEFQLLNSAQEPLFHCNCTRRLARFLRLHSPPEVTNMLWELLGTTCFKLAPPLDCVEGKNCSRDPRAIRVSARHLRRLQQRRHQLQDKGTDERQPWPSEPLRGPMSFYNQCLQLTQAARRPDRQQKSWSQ
# ssDAF-12 act – activates DAF-12 receptor from parasite S. stercoralis; actives 1% (n = 370,000); AID 652126; activation, % at 6.8 µM; HEK293 ssDAF-12/GRIP1 lit1-tk-luc reporter, luminescence; % of 3 µM dafachronic acid response;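 active = activation above the mean over all tested compounds plus 3 SD, cut at about 0.9% in these data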;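 note: 0% = DMSO-only wells and 100% = 3 µM delta7-dafachronic acid wells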
# DAX1 inh-2 – inhibitors of human orphan nuclear receptor DAX1 (NR0B1). HEK293 Gal4-DAX1 luciferase reporter, luminescence. P51843. AID 504766. actives 0.99% (n = 340,000). inhibition, % at 6.75 µM;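 active = inhibition above the mean over all tested compounds plus 3 SD, cut at about 4.2% in these data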;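 note: 0% = DAX1-transfected cells with DMSO and 100% = empty-vector control cells with DMSO; inhibition shows as a rise in luminescence from relieved DAX1 repression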
# Target sequence (P51843 207-470 limits assumed): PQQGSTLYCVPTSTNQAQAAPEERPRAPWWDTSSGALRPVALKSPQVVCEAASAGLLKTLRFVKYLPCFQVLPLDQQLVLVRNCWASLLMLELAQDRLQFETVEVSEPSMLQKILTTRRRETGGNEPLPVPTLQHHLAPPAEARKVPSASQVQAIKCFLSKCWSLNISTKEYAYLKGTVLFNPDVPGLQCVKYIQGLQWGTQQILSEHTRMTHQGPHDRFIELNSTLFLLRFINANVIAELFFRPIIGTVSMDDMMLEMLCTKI
# SMARCA2 activ – increases SMARCA2 function in MMTV reporter cells; MG213 cells, MMTV-luciferase reporter, dexamethasone, overnight; activation, % at 9.1 µM; actives 1% (n = 370,000); AID 652017; in the data active = activation above about 7.8%;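 note: 0% = vehicle wells and 100% = reference activator wells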
# GC-A act – GC-A (human) enzyme activation | activation, % at 10 µM | actives 0.14% (n = 370,000) | HEK293 GC-A cells, cGMP TR-FRET, EC30 ANP; 0% at EC30 ANP, 100% saturating ANP | P16066; in the data active = activation above about 40%
# hgDAF12 agonist – agonists of H. glycines DAF-12 nuclear receptor; actives 1.8% (n = 370,000); activation, % at 6.8 µM; HEK293 GAL4-hgDAF12 UAS-luciferase reporter, agonist luminescence; normalized to butyrate control;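 active = activation above a cutoff set at the mean of all screened compounds plus 3 SD, cut at about 10% in these data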;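 note: 0% = DMSO wells and 100% = sodium butyrate wells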
# hcDAF12 agonist – activates DAF-12 receptor from parasite H. contortus | HEK293 hcDAF-12 lit1-tk-luc reporter, luminescence; 0% DMSO, 100% Δ7-dafachronic acid | activation, % at 6.8 µM | actives 1.4% (n = 370,000) | AID 652067;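 active = activation above the mean of all tested compounds plus 3 SD, cut at about 5.5% in these data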;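 note: 100% = response to 3 µM Δ7-dafachronic acid high control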
# The depositor's hits bear a star; . = not tested or not shown.
SMILES,proKLK7 act,DAX1 inh-1,GAA850 FXN act,GC-B act,sPLA2-III inh,ssDAF-12 act,DAX1 inh-2,SMARCA2 activ,GC-A act,hgDAF12 agonist,hcDAF12 agonist
C[C@H](CO)N1C[C@H](C)[C@@H](CN(C)C(=O)Nc2ccc3c(c2)OCO3)Oc2ccc(NS(=O)(=O)c3cn(C)cn3)cc2C1=O,0.1,0.1,0.6,1,-1,-1.0,0.8,1,3,0.1,-1.0
Cc1ccc(-c2csc(=Nc3cccnc3)n2CCCN2CCCC2=O)cc1C,0.5,-0.7,3.2,0,3,-1.8,-1.5,-4,1,-2.8,-4.0
CCCc1cnc(N2CCN(C(=S)NC)CC2)nc1,-0.4,0.7,3.6,-6,10,0.3,2.1,8.4*,-2,6.6,3.6
Fc1ccc(-c2nc3ccc(Br)cn3c2Cc2cccc(F)c2)cc1,0.1,3.5,.,7,-29,-0.9,.,0,9,4.7,3.9
CN1CCN(c2ccc(NC(=O)c3ccc(-c4ccc(Cl)cc4)o3)cc2)CC1,0.8,-4.3,-0.9,7,-10,-1.1,0.3,9.1*,6,3.2,-2.4
CCOc1ccc(CCNC(=O)c2ccc3c(=O)n4c(nc3c2)CCCCC4)cc1,-0.3,-1.7,-1.5,-2,-3,-1.2,-0.3,-2,1,-0.8,-2.6
Nc1nnc(Cc2cccc(Br)c2)s1,0.4,0.0,1.2,3,1,-0.8,0.6,-6,3,0.3,-2.3
O=C(c1ccc(Br)s1)N1CCN(Cc2ccc3c(c2)OCO3)CC1,-0.5,-2.0,-1.2,1,-11,-1.7,-0.2,-1,3,0.1,-2.4
Cc1ccc(N(C(=O)CNC(=O)c2ccco2)C(C(=O)NC2CCCC2)c2cccnc2)cc1F (stereo not given),0.0,0.7,0.0,0,7,-0.6,0.0,-2,8,-2.1,-2.3
Cc1nc(Nc2ccc(Cl)cc2)c2oc3ccccc3c2n1,0.3,-0.1,-0.2,2,4,-1.3,-0.6,-3,16,-0.9,0.8
Cc1ccccc1C(=NCCCN(C)C)c1ccccc1C,0.0,0.2,-0.1,-15,-7,-0.9,0.7,1,-5,-1.6,0.5
O=C(O)CCn1ccc2cc(S(=O)(=O)N3CCCCCC3)ccc21,-0.3,0.7,1.2,-7,1,-1.3,-0.1,1,3,3.3,-1.9
Cn1c(=O)c2cc(S(=O)(=O)Nc3ccc4c(c3)OCO4)ccc2n(C)c1=O,-0.3,-0.2,-3.8,-1,2,-1.9,-1.5,-2,5,4.2,-0.7
COc1ccc2ccccc2c1CNCCCN1CCOCC1,-0.3,0.3,0.7,-3,10,-0.3,1.3,-4,-1,0.4,-1.3
COc1ccc(C(=O)N[C@H](C(=O)Nc2cccc(S(=O)(=O)N3CCOCC3)c2)C(C)C)cc1,-0.7,-0.6,-5.5,3,-6,-0.7,0.6,0,-3,1.0,0.0
CC1=C(C(=O)N2CCOCC2)CC(CC(=O)NCc2ccco2)C(=O)N1Cc1ccc(F)cc1 (stereo not given),0.0,-0.1,-0.6,-2,-4,-1.4,1.8,-4,6,2.0,-1.5
CCOC(=O)/C=C/[C@H]1CCc2cccc(C)c2O1,-0.5,-0.1,-0.4,4,0,-0.8,-0.6,1,-2,-0.4,-0.2
COc1cc(C2C(C#N)=C(N)OC3=C2C(=O)CCC3)cc2c1OCO2 (stereo not given),0.5,-0.5,2.6,-2,1,-1.1,-0.2,-2,-3,0.4,-0.5
O=C(CSc1nc2c(c(=O)[nH]1)CCCC2)N1CCCCC1,0.8,-0.2,.,-7,7,-1.7,.,-4,0,-4.0,0.6
CCc1cccc2c(C#N)cn(CC(=O)NCc3ccco3)c12,-0.3,0.5,-1.2,-9,-13,-1.2,0.2,0,-8,0.6,-2.4
COc1ccc(NC(=O)C/C(C)=N/NC(=O)c2ccco2)c([N+](=O)[O-])c1,-0.3,1.8,4.5,-4,-2,-0.5,2.5,6,0,7.1,1.8
CCCCNC(=O)CC1N=C2c3ccccc3N=C(SCC(=O)Nc3ccccc3OC)N2C1=O (stereo not given),-0.5,-0.4,1.6,2,-11,-1.1,0.6,-2,-6,1.8,-2.5
O=C(O)c1ccc(CSC2CCCCC2)cc1,-0.3,0.1,-1.3,4,2,-0.9,1.4,-4,5,0.7,-2.1
CCN(C(=O)CN(C)Cc1cccc(Cl)c1Cl)c1c(N)n(Cc2ccccc2)c(=O)[nH]c1=O,-0.8,0.3,-0.6,-6,7,-0.9,4.0,0,-3,0.9,-2.5
CC(=O)c1ccc(O)c(CC=C(C)C)c1O,-1.8,0.3,-0.3,-5,2,-1.5,0.0,3,1,2.6,-2.4
C/C(Cl)=C/Cn1c(SCC(C)C)nc2c1c(=O)[nH]c(=O)n2C,-0.1,-1.1,3.0,-8,1,-1.1,0.7,1,2,-0.9,-1.7
COCCCNC(=O)CN(c1ccc(OC)cc1)S(=O)(=O)c1ccc(NC(C)=O)cc1,0.1,-0.7,-1.0,1,-2,-1.2,-0.9,0,4,0.1,-0.5
O=S1(=O)N=C(N2CCCC2)c2ccccc21,-0.3,0.5,1.2,-3,-4,-1.4,0.4,2,1,1.9,-0.7
Cc1ccc2nc(CCCc3nc4ccc(C)cc4[nH]3)[nH]c2c1,-0.2,-0.9,1.6,0,2,-0.9,0.2,-1,-5,-4.3,-2.4
C/C=C/c1cccc(-c2nc(C(=O)NC3Cc4ccccc4C3)cc3c2[C@@H](CCO)N(C(C)=O)C3)c1,0.1,0.3,.,-2,-20,-1.6,.,1,7,1.0,-2.4
COc1ccc(S(=O)(=O)N2CCC(C(=O)NCCC(=O)NCc3ccccc3OC)CC2)cc1,0.3,-1.5,-0.9,-1,4,-1.2,1.1,0,3,-0.4,3.4
COc1cc(CN2CCC(n3nccc3NC(=O)C3CC3)CC2)cc(OC)c1,0.2,0.1,1.6,0,1,-0.8,-0.1,1,-1,-1.0,-0.6
COc1ccc(CCNC(=O)CCS(=O)(=O)c2ccc(Br)cc2)cc1OC,-0.3,-0.2,0.0,1,-3,-1.4,-0.1,0,2,-0.5,-0.1
O=C(O)C1=C[C@@H](C2CC2)C[C@@H](OCc2ccc(CO)cc2)O1,0.0,0.2,0.3,0,7,-1.0,1.9,0,3,-0.1,-1.3
Clc1ccc(-c2nc(-c3cc4cc(Cl)ccc4o3)cs2)cc1,0.0,0.2,0.7,-1,3,-0.4,.,-2,-8,-1.0,1.7
O=C(c1cccnc1)N1CCN(S(=O)(=O)c2ccc(F)cc2)CC1,0.1,0.4,-0.3,1,-5,-1.1,1.1,0,1,1.5,-1.9
Fc1ccc(-n2c(CN3CCCCC3)n[nH]c2=S)cc1,0.3,-0.5,-2.8,0,9,-1.2,0.4,-4,1,-0.4,-0.4
Cc1ccc(NCC(=O)Nc2cccc(F)c2)cc1S(=O)(=O)N1CCCCCC1,0.0,-6.9,-2.7,-7,-31,-1.7,-2.7,-5,0,-7.9,-2.0
COc1ccc(C2C(C#N)=C(N)Oc3cc(C)[nH]c(=O)c32)c(OC)c1OC (stereo not given),-0.5,0.1,0.7,-7,-1,-1.0,1.9,1,-7,1.0,0.4
N#Cc1cc(C(=O)c2ccccc2OCC(=O)Nc2ccccc2Cl)cn(C2CCCCC2)c1=O,1.1,0.3,1.6,-9,0,-1.1,-1.1,-5,-12,-0.7,-3.5
COc1ccc(OC)c(S(=O)(=O)n2c(CN3CCOCC3)nc3ccccc32)c1,0.2,-1.0,.,-8,1,-1.3,.,-1,-4,-2.1,-4.5
O=C(COC(=O)c1cccc(-n2cnnn2)c1)c1ccc(Br)cc1,0.5,0.8,2.2,-6,-15,-0.1,0.2,4,7,3.4,0.6
NC(=S)NN=Cc1nccc2c(C(F)(F)C(F)(F)C(F)(F)F)cccc12,0.3,-6.5,-7.5,1,31*,-2.0,-4.6,-6,-3,-12,-3.1
Cc1cc(C(=O)N2CCCC(Nc3ccc(C)c(C)c3)C2)nc(C)n1 (stereo not given),0.8,-0.2,-0.6,9,9,-1.2,0.9,3,-1,-0.1,1.8
Cn1cc(C2=C(c3ccc(Cl)cc3Cl)C(=O)NC2=O)c2ccccc21,0.8,0.9,12*,0,-2,0.3,0.6,-4,-4,4.3,1.5
Cc1cc(C)c(NC(=O)CCCn2c(=O)oc3ccccc32)c(C)c1,0.3,-0.9,0.7,3,7,-1.0,-0.1,-4,-1,-3.1,-0.1
Cn1nc(C(=O)Nc2ccc(Cl)c(S(=O)(=O)N3CCOCC3)c2)c2ccccc2c1=O,0.1,-0.7,-0.8,2,2,-1.0,-1.1,-3,2,-0.2,-0.3
O=C1/C(=C/c2cccs2)SC(=S)N1c1ccccc1,-0.2,0.4,-0.4,-6,0,-1.4,1.7,-3,-20,0.7,-1.0
Cc1ccc(C(c2nnnn2CC2CCCO2)N2CCN(C(=O)c3ccco3)CC2)cc1 (stereo not given),0.1,-0.5,0.2,0,5,-0.5,-0.3,3,0,0.6,0.5
CC1(C)CC2(CCCN(CC(O)(c3ccccc3)c3ccccc3)C2)CCO1 (stereo not given),-0.2,-0.3,2.1,-3,11,-0.6,0.8,-2,-7,1.4,-1.4
O=C(Nc1ccc2c(c1)OCO2)c1ccc(Cl)nc1,0.4,0.7,2.3,4,3,0.3,2.2,4,5,5.4,4.4
O=C(CCNC(=O)c1ccccc1)OCN1C(=O)c2ccccc2C1=O,-0.5,0.4,1.8,0,12,-0.6,-1.1,-1,2,0.0,-0.9
COc1ccc(Cl)cc1S(=O)(=O)N1CCCC1=O,-0.5,1.6,1.5,0,-1,-0.7,1.6,-1,4,-1.6,0.3
Cc1[nH]c2ccccc2c1C(=O)C(C)OC(=O)c1ccc([N+](=O)[O-])o1 (stereo not given),-0.1,-2.0,-2.4,4,-11,-1.7,-0.2,0,1,-1.6,3.0
Cn1cc(C=O)c2ccccc21,0.0,0.1,0.3,1,8,1.3*,-1.2,-3,4,1.4,1.8
Cc1ccccc1S(=O)(=O)Nc1cccnc1,-0.6,-0.5,-1.5,9,4,-0.8,0.1,-4,0,0.3,-1.1
COc1ccc(CN2CSC(=S)N(Cc3ccccc3)C2)cc1,0.2,0.2,-1.3,3,6,-0.6,0.4,4,6,-0.7,-1.4
COc1cccc(CNc2nc3ccc(C)cc3n3cnnc23)c1,0.1,-0.4,2.6,3,-1,-1.7,1.2,0,1,-0.9,-1.8
COc1cc(OC)c(OC)cc1CNC(=O)c1cc(S(=O)(=O)N2CCOCC2)ccc1F,0.1,-1.9,2.0,0,4,-1.5,0.4,4,-4,1.6,1.0

# Given with tabs: part of the list above.
SMILES	proKLK7 act	DAX1 inh-1	GAA850 FXN act	GC-B act	sPLA2-III inh	ssDAF-12 act	DAX1 inh-2	SMARCA2 activ	GC-A act	hgDAF12 agonist	hcDAF12 agonist
Cc1nc(Nc2ccc(Cl)cc2)c2oc3ccccc3c2n1	0.3	-0.1	-0.2	2	4	-1.3	-0.6	-3	16	-0.9	0.8
Cc1ccccc1C(=NCCCN(C)C)c1ccccc1C	0.0	0.2	-0.1	-15	-7	-0.9	0.7	1	-5	-1.6	0.5

# Source: PubChem BioAssay (several laboratories)
